Screens as filed in PubChem.
Arrestin-AP2 inh = inhibitors of beta-arrestin/AP2 binding, primary screen, biochemical, GPCR trafficking, flow cytometry. FITC-arrestin peptide / GST-AP2 beads; AP2 beta2 appendage carries R879A mutation. inhibition, % at 10 µM. actives 0.31% (n = 340,000);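 active = inhibition above a set limit, near 3 SD of compounds lacking own fluorescence, cut at about 54% in these data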;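 note: plate controls were DMSO wells for no effect and 5 µM unlabelled arrestin peptide for full effect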
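Test system: GST-tagged AP2 beta2-adaptin appendage (R879A) on 4 µm glutathione beads; also added: fluorescein-tagged arrestin peptide at 50 nM final; timing: 12 min plus 1 h, RT; signal: flow cytometry, FL1 (488/535 nm); read-out: percent drop in bead-associated FITC signal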
C-LANA FP = inhibitors of KSHV C-LANA binding to DNA, primary screen, biochemical, fluorescence polarization, FAM-LBS DNA, MBP-C-LANA, single point. Kaposi's sarcoma herpesvirus LANA C-terminal domain (residues 932-1162) DNA binding. inhibition, % at 9 µM. actives 0.078% (n = 340,000). AID 504423, 2011;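 active = highest replicate inhibition at or above 60% at 9 µM, even if other replicates fall short; inactive = all replicates below 60% inhibition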;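 note: 0% = neutral control wells and 100% = 4 µM acridine orange control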
DSG3 Ab inh = inhibitors of pemphigus antibody binding to DSG3, primary screen, biochemical, bead-based, flow cytometry, scFv-GFP | Desmoglein-3 (Homo sapiens), P32926 | binding (percent of control), % at 10 µM | actives 0.48% (n = 310,000) | DSG3-coupled beads, scFv-anti-DSG3-GFP binding; stronger effect = lower value;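 active = binding more than 3 SD below its plate's average and above zero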;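 note: hits lower antibody fragment binding to DSG3; some compounds called inactive have numbers as strong as hits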
V-ATPase pH = regulators of yeast V-ATPase proton pumping, primary screen, pHLuorin cytosolic pH fluorescence; S. cerevisiae; response, % at 10 µM; actives 0.37% (n = 350,000); in the data active = response mostly above about 7.3%, no sharp cut-off; inactive = mostly below about 5.4%; note: actives read high; inactives centre near 0; some compounds called inactive have numbers as strong as hits; reference of the scale not given here
MOR-DOR ag = agonists of OPRM1-OPRD1 heterodimerization, primary screen, cell-based, luminescence. Mu-type opioid receptor (Homo sapiens) + Delta-type opioid receptor (Homo sapiens), …. cells. activation, % at 9.3 µM. actives 0.3% (n = 340,000). AID 504326, 2011; in the data active = activation above about 18%;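 note: 0% = vehicle-treated cells and 100% = reference agonist; values of inactives mirror those of a sister screen read the other way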
Keap1-Nrf2 PPI = Keap1-Nrf2 protein-protein interaction inhibitors, primary screen, biochemical, fluorescence polarization, single point; actives 0.15% (n = 340,000); inhibition, % at 9.4 µM; Keap1 Kelch-Nrf2 peptide fluorescence polarization, 1536-well; in the data active = inhibition above about 12%;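 note: human Keap1 Kelch domain with fluorescein labeled Nrf2 9mer peptide probe; 0% = neutral control wells and 100% = peptide positive control; higher means more block of Keap1 binding to Nrf2 peptide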
Target sequence (Q14145 whole entry, looked up, the tested form may be a part): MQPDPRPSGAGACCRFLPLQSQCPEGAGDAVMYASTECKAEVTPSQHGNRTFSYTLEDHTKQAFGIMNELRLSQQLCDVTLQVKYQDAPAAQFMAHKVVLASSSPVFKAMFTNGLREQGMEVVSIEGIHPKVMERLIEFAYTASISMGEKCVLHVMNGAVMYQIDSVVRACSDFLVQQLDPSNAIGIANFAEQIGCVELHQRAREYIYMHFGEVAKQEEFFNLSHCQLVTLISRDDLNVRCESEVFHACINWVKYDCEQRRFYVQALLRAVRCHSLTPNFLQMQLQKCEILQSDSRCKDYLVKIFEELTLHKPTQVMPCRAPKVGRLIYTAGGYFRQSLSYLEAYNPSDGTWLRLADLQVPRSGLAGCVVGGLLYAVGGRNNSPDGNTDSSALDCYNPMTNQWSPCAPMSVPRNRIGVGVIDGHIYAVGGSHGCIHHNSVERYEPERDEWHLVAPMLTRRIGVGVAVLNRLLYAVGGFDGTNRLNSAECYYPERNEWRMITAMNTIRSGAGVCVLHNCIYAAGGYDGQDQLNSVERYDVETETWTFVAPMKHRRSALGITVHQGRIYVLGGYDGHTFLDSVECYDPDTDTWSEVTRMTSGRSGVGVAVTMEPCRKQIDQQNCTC
RTF Ca sens act = cardiac RTF calcium sensitivity activators, primary screen, biochemical, IANBD-TnC fluorescence, EC20 calcium; activation, % at 7.2 µM; Troponin I, cardiac muscle (Homo sapiens) + Troponin T, cardiac muscle (Homo sapiens) + …; IANBD-labeled TnC RTF fluorescence at EC20 calcium; 0% EC20 calcium, 100% full calcium; actives 0.24% (n = 340,000);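 active = activation above the mean over all tested compounds plus 3 SD, cut at about 30% in these data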;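 note: rise in fluorescence read as greater calcium sensitivity of cardiac thin filaments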
MOR-DOR inv ag = inverse agonists of MOR-DOR heterodimerization, primary screen, cell-based, luminescence. Mu-type opioid receptor (Homo sapiens) + Delta-type opioid receptor (Homo sapiens), …. cell-based MOR-DOR heterodimer luminescence, inverse agonism. inhibition, % at 9.3 µM. actives 0.21% (n = 340,000). AID 504357, 2011; in the data active = inhibition above about 22%, passing the limit was not always enough;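 note: 0% = cells with DMSO and 100% = wells without cells with DMSO; values of inactives mirror those of a sister screen read the other way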
Cardiac RTF inh = cardiac RTF calcium sensitivity inhibitors, primary screen, biochemical, IANBD-TnC fluorescence, EC70 calcium; Troponin I, cardiac muscle (Homo sapiens) + Troponin T, cardiac muscle (Homo sapiens) + …; IANBD-labeled cardiac RTF, Ca2+ fluorescence; inhibition, % at 7.15 µM; actives 0.12% (n = 340,000); AID 493244, 2011;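 active = inhibition above the mean inhibition of all tested compounds plus 3 SD, cut at about 17% in these data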;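 note: assay run at fixed EC70 calcium of 1.6 mM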
Wnt act = Wnt/beta-catenin pathway activators, primary screen, cell-based, plate reader, single point; Wnt/beta-catenin reporter cell assay, activator; activation, % at 9.35 µM; actives 1.2% (n = 300,000); AID 743398, 2014; in the data active = activation above about 30%, passing the limit was not always enough;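 note: 0% = neutral control wells and 100% = positive control wells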
* marks the source's active call; other numbers are inactive results; . = no result given.

Wnt act	MOR-DOR ag	DSG3 Ab inh	C-LANA FP	RTF Ca sens act	V-ATPase pH	Cardiac RTF inh	Arrestin-AP2 inh	MOR-DOR inv ag	Keap1-Nrf2 PPI	SMILES
-1	1.1	101	-0.8	6	-3	-11	24	-6	-3	COc1ccc(Cc2nnc(SCC(=O)N3CCCC(C)C3)o2)cc1 (centres undefined)
.	1.0	104	0.0	5	-2	-12	-13	-5	0	Cc1ccc(NC(=O)c2ccc(C(C)(C)C)cc2)cc1[N+](=O)[O-]
15	1.6	123	-0.2	1	0	-11	-6	-13	-6	CC1CCCCN1S(=O)(=O)c1ccc(-n2cnnn2)cc1 (centres undefined)
.	-0.5	114	0.5	3	-3	-6	7	3	2	Cc1cc(C)n2nc(Nc3ccccc3)cc2n1
-1	4.4	104	-0.7	-3	145*	5	6	-23	-5	O=[N+]([O-])c1ccc(C=Nc2ccc(Cl)c([N+](=O)[O-])c2)s1
1	0.0	.	0.2	-1	0	-6	-3	0	-9	COc1ccc(S(=O)(=O)N(C)C)cc1NC(=O)COC(=O)Cn1cnc2ccccc2c1=O
0	-2.8	99	-0.4	-6	-3	5	22	15	4	O=C(Nc1ccc(Br)cc1)C1CCN(c2cnccn2)CC1
-10	0.9	.	0.0	12	2	4	-2	-5	0	COc1cc(NS(=O)(=O)c2ccc(NC(C)=O)cc2)cc(OC)c1
-4	-2.7	.	3.0	-2	-3	-2	27	11	-3	O=C(CN1C(=O)NC2(CCCCC2)C1=O)NCCCSc1ccccc1
-1	2.0	103	1.9	4	-1	-1	7	-10	-4	CC(C)(C)C1CCC(=NNC(=S)NCc2ccccc2)CC1 (centres undefined)

Records listed above shown as hits in V-ATPase pH:
Wnt act	MOR-DOR ag	DSG3 Ab inh	C-LANA FP	RTF Ca sens act	V-ATPase pH	Cardiac RTF inh	Arrestin-AP2 inh	MOR-DOR inv ag	Keap1-Nrf2 PPI	SMILES
-1	4.4	104	-0.7	-3	145*	5	6	-23	-5	O=[N+]([O-])c1ccc(C=Nc2ccc(Cl)c([N+](=O)[O-])c2)s1

Single records (already shown).
COc1ccc(S(=O)(=O)N(C)C)cc1NC(=O)COC(=O)Cn1cnc2ccccc2c1=O reads Wnt act = 1; MOR-DOR ag = 0.0; DSG3 Ab inh = .; C-LANA FP = 0.2; RTF Ca sens act = -1; V-ATPase pH = 0; Cardiac RTF inh = -6; Arrestin-AP2 inh = -3; MOR-DOR inv ag = 0; Keap1-Nrf2 PPI = -9
CC(C)(C)C1CCC(=NNC(=S)NCc2ccccc2)CC1 (centres undefined) reads Wnt act = -1; MOR-DOR ag = 2.0; DSG3 Ab inh = 103; C-LANA FP = 1.9; RTF Ca sens act = 4; V-ATPase pH = -1; Cardiac RTF inh = -1; Arrestin-AP2 inh = 7; MOR-DOR inv ag = -10; Keap1-Nrf2 PPI = -4
Cc1ccc(NC(=O)c2ccc(C(C)(C)C)cc2)cc1[N+](=O)[O-] reads Wnt act = .; MOR-DOR ag = 1.0; DSG3 Ab inh = 104; C-LANA FP = 0.0; RTF Ca sens act = 5; V-ATPase pH = -2; Cardiac RTF inh = -12; Arrestin-AP2 inh = -13; MOR-DOR inv ag = -5; Keap1-Nrf2 PPI = 0

Additional results follow.
Wnt act	MOR-DOR ag	DSG3 Ab inh	C-LANA FP	RTF Ca sens act	V-ATPase pH	Cardiac RTF inh	Arrestin-AP2 inh	MOR-DOR inv ag	Keap1-Nrf2 PPI	SMILES
0	2.8	118	2.1	14	6	-13	1	-14	-6	C#CCOc1ccc(C2C(C#N)=C(N)Oc3cc(O)ccc32)cc1 (centres undefined)
0	-5.0	102	-0.8	-5	10	5	-5	24	-1	CC(Sc1nnc(C2CC2)n1C1CC1)C(=O)c1ccc(Br)cc1 (centres undefined)
.	-1.2	104	0.1	-7	2	-4	0	7	1	CCN(CC(=O)O)S(=O)(=O)c1cc(Cl)ccc1Cl
3	3.3	84	0.6	-3	2	-4	18	-15	-1	Cc1cc(NC(=O)Nc2cc(Cl)sc2Cl)no1
-2	-4.3	98	-0.4	0	-3	-2	-1	19	2	COc1cc2c(cc1OC)C(c1cccc(OC)c1OC)CC(=O)N2 (centres undefined)
4	-2.4	95	-1.7	-8	-2	-7	-6	12	-2	COc1ccc(CNC(=O)C2CCN(S(=O)(=O)N3CCCCC3)CC2)cc1
0	-4.0	112	0.1	-5	-3	1	5	20	0	COc1ccc(N(CC(=O)NCc2cccs2)S(=O)(=O)c2cccnc2)cc1
-1	-3.1	98	1.1	0	-2	8	39	18	0	Cc1ccccc1C(=O)O[C@H]1[C@H](Cc2ccccc2)NS(=O)(=O)[C@H]2CC3C=C[C@]12O3
-6	-2.5	101	-2.7	-5	6	-7	-6	15	-3	CCN1CCN(C(=O)c2ccc(Cn3c(=O)[nH]c4cc(OC)c(OC)cc4c3=O)cc2)CC1
-10	-3.1	.	1.3	-5	-2	10	20	19	1	CC1=NN(Cc2ccccc2)C(=O)C1C(c1ccccc1)C(C#N)C#N (centres undefined)

Reformatted bar-delimited: part of the list above
smiles | Wnt act | MOR-DOR ag | DSG3 Ab inh | C-LANA FP | RTF Ca sens act | V-ATPase pH | Cardiac RTF inh | Arrestin-AP2 inh | MOR-DOR inv ag | Keap1-Nrf2 PPI
CCN1CCN(C(=O)c2ccc(Cn3c(=O)[nH]c4cc(OC)c(OC)cc4c3=O)cc2)CC1 | -6 | -2.5 | 101 | -2.7 | -5 | 6 | -7 | -6 | 15 | -3
COc1cc(NS(=O)(=O)c2ccc(NC(C)=O)cc2)cc(OC)c1 | -10 | 0.9 | . | 0.0 | 12 | 2 | 4 | -2 | -5 | 0
CC1CCCCN1S(=O)(=O)c1ccc(-n2cnnn2)cc1 (centres undefined) | 15 | 1.6 | 123 | -0.2 | 1 | 0 | -11 | -6 | -13 | -6

Next section:
Wnt act	MOR-DOR ag	DSG3 Ab inh	C-LANA FP	RTF Ca sens act	V-ATPase pH	Cardiac RTF inh	Arrestin-AP2 inh	MOR-DOR inv ag	Keap1-Nrf2 PPI	SMILES
.	-0.5	106	-0.6	-5	1	-2	12	3	0	CCCSC(=O)N(CC)CC(=O)Nc1c(CC)cccc1CC
20	2.5	94	2.4	10	8	-11	11	-13	-1	CCOC(=O)N(O)c1ccc(C=Cc2ccccc2)cc1
.	-4.0	104	-0.3	4	-4	-2	5	19	-2	CCc1cc(=O)oc2c(CN3CCN(C)CC3)c(O)c(Cl)cc12
.	13	102	0.1	-2	-3	-8	6	-53	2	Cc1ccc(S(=O)(=O)N(CC(=O)Nc2cccc([N+](=O)[O-])c2)C2CCCCC2)cc1
10	-0.3	101	-0.1	3	-3	3	11	1	-4	COc1ccccc1C(=O)C1CCCN(C(=O)c2ccccc2Cl)C1 (centres undefined)
-1	0.1	104	-0.8	-4	-3	-3	11	-1	-7	Cc1cc(=O)n2nc(N3CCC(C(=O)NC4CCCc5ccccc54)CC3)sc2n1 (centres undefined)
-1	-0.9	100	-1.3	-5	4	2	-7	4	-1	Cc1ccc(NC(=O)c2cccc3ccccc23)cc1
3	-1.2	104	0.9	-2	-1	-1	21	6	3	NS(=O)(=O)c1ccc(NC(=O)COC(=O)CCNC(=O)NC23CC4CC(CC(C4)C2)C3)cc1
-2	-5.2	97	-2.1	4	-3	-4	24	23	-2	O=C(O)c1ccc(-n2nc(C(F)(F)F)cc2-c2cccs2)cc1
.	-1.2	.	1.3	1	-5	7	27	6	2	COc1cc(/C=N/n2cnc3scc(-c4cccs4)c3c2=O)cc(OC)c1OC
0	-2.4	92	-0.7	1	1	-8	6	15	-3	CC(=O)NC1=NN(C(C)=O)C(C)(c2ccc3ccccc3c2)S1 (centres undefined)
1	-1.4	98	-0.5	4	6	2	25	7	-1	COc1ccc2c(c1)C(=O)CC(c1ccc(OC)c(OC)c1)O2 (centres undefined)
-7	-2.0	100	-1.7	-2	-2	2	-10	11	-4	Cc1nonc1NC(=O)OCCN1CCOC1=O
-2	-0.7	108	-1.2	8	-4	-3	2	4	-10	Cc1ccc(C)c(NC(=S)NCc2cccs2)c1
-1	-2.9	97	0.5	0	0	5	-8	16	7	NC(=O)Cn1c(=O)n(CC(=O)N2CCCCC2)c(=O)c2sccc21
33*	3.0	40*	-0.8	-6	2	-2	-8	-15	-3	CCOc1ccc(OCc2ccc(C(=O)OCc3ccccn3)o2)cc1
-2	-1.2	.	-0.2	-4	-2	4	46	6	-6	COc1cccc(-c2ccc(SCC(=O)N3CCN(c4ccccc4)CC3)nn2)c1
9	-1.3	94	-1.2	-3	-5	-5	-7	5	-2	CC(C(=O)Nc1nc(-c2ccc(F)c(F)c2)cs1)N1C(=O)C2CC=CCC2C1=O (centres undefined)
-2	-2.7	93	0.1	-3	4	-6	3	13	-5	Cc1sc2ccccc2c1CNC[C@H]1O[C@@H](n2cnc(C(N)=O)n2)[C@H](O)[C@@H]1O
-2	-1.4	104	1.4	-2	5	-14	25	8	1	CCSc1nnc2ccc(-c3ccco3)nn12
0	-1.3	102	0.0	-2	-2	-2	7	7	-2	Cc1cc(CN(C)Cc2cn(C)nc2-c2ccc(Oc3ccccc3)cc2)on1
27	2.0	93	-1.5	-1	2	5	1	-10	-3	Nc1ccc2c(c1Br)Cc1ccccc1-2
0	0.5	103	-0.5	-6	3	-2	11	-3	-5	CC1CCCCC1NC(=O)C(Cc1ccccc1)NS(=O)(=O)c1cccs1 (centres undefined)
-3	0.2	114	-0.5	5	2	-2	-1	-1	-6	O=C(CSC1CN(C(c2ccccc2)c2ccccc2)C1)N/N=C/c1ccccc1
21	0.1	112	0.0	1	-2	2	11	0	-2	CCc1ccc(NC(=O)N2CCCCCC2)cc1
-2	1.0	123	-0.1	-4	4	-3	0	-8	-2	CC(C)CCNC(=O)c1nn(Cc2ccccc2)c(=O)c2ccccc12
1	-2.7	97	-0.1	2	4	-5	11	13	-2	COCCN1Cc2cccc(C(=O)NC(C)CCc3ccco3)c2C1=O (centres undefined)
0	-0.9	98	-0.8	0	2	-1	28	5	2	Cn1cnnc1SCc1ccc(C(=O)NN)cc1
0	-0.3	99	5.5	-1	-2	2	42	2	53*	O=C(COC(=O)c1ccc([N+](=O)[O-])s1)Nc1cccc(S(=O)(=O)NC2=NCCCCC2)c1
-2	2.2	97	1.9	-3	0	-9	-4	-10	0	COC(=O)C1=C(C(=O)OC)[C@@H]2N(C)c3ccc(OC)cc3[C@@]23C[C@@H](C(=O)OC)N(S(=O)(=O)c2ccc([N+](=O)[O-])cc2)C3=N1
